HSF1 inh: HSF1 inhibitors in luciferase reporter cells, primary screen, cell-based, NIH3T3, luminescence; NIH3T3-HGL HSE-luciferase, MG132-induced, luminescence 8 h; hits give low values; activity change, negative = inhibition, % at 7.5 µM (by protocol); hit rate 0.77% among 300,000; AID 2098, 2009;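 active = more than half of replicate wells show activity change below -50%, luminescence cut by over half; inconclusive = some wells, but at most half, below -50%; inactive = no replicate well below -50%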;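 also: luciferase reports HSF-1 transcriptional activity via heat shock element; 0% = median of DMSO wells and -100% = zero luminescence signal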
Platelet DG rel: inhibitors of platelet dense granule secretion, primary screen, cell-based, MLPCN, human platelets | inhibition, %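 (compounds screened at 7.5 µM in platelet-rich plasma)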 | AID 1663, 2009 | human platelet-rich plasma, SFLLRN dense granule ATP release, luminescence | hit rate 0.22% among 300,000;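 active = mean replicate score, as percent of positive control, at or above 50; inconclusive = mean below 50 but at least one replicate at or above 50; inactive = mean and every replicate below 50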
HSF1 activator: HSF-1 activators, primary screen, NIH3T3-HGL cells, MG132 stress, luminescence, single point; activation, % at 9 µM; NIH3T3-HGL HSF-1 luciferase reporter, 8 h; 100% = twice DMSO control signal; hit rate 1.7% among 300,000;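 active = mean replicate activation of at least 50% with a set share of replicates each reaching 50%; inconclusive = only one of those two conditions met; inactive = mean below 50% and too few replicates reaching it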;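 also: 0% = median of the neutral control wells and 100% = twice that signal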
DYRK1A inh: rat Dyrk1A kinase inhibitors, primary screen, biochemical, single point, plate reader; AID 504441, 2011; Dual specificity tyrosine-phosphorylation-regulated kinase 1A (Rattus norvegicus), Q63470; inhibition, % at 12.5 µM; ADP-Glo luminescence, NFATc1 peptide; hit rate 0.43% among 310,000; in the data active = inhibition above about 50%;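 also: plate controls were vehicle with enzyme for no effect and no enzyme for full effect; many of its hits are not listed in these tables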
PolyA inhibitor: polyadenylation inhibitors in yeast reporter cells, primary screen, luminescence, S. cerevisiae | S. cerevisiae SKY197-pL101 polyadenylation reporter, beta-gal luminescence; efflux-impaired pdr1/pdr3 knockout yeast; score 100 = 6 SD above DMSO | hit rate 0.02% among 300,000 | calls only at 12 µM;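 active = lowest replicate activity score at least 50, where 100 means six control SD above control mean; inconclusive = lowest score under 50 but half or more replicates reach 50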;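 also: yeast exposed to compound for 9 h at 30 °C; higher score means more reporter readthrough which indicates perturbed polyadenylation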
HDAC3 inh: HDAC3 deacetylase inhibitors, primary screen, biochemical, fluorescence, cell-free homogeneous. hit rate 0.15% among 320,000. AID 2718, 2010. recombinant HDAC3, fluorogenic peptide/trypsin coupled. inhibition, % at 8.3 µM. Histone deacetylase 3 (Homo sapiens), O15379; in the data active = inhibition above about 26%, passing the limit was not always enough; inconclusive = no clear call, values can overlap the other calls
AI-2 QS mod: Vibrio harveyi AI-2 quorum sensing modulators, primary screen, JMH597 strain, luminescence/OD600 ratio; Vibrio harveyi JMH597 AI-2 luminescence/OD600 ratio, 9 h; hits give low values; strain lacks LuxN and CqsS sensors; 0 = neutral-control median; activity change, % at 7.5 µM; hit rate 0.4% among 300,000; AID 2094, 2009; in the data active = activity change below about -75%, passing the limit was not always enough; inconclusive = no clear call, values can overlap the other calls;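 also: luminescence divided by OD600 gain over 9 h not by final OD600 alone; inactives centre near 13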
HSP90 inh: HSP90 inhibitors, primary screen, cell lysate, luminescence; Heat shock protein HSP 90 (rabbit reticulocyte lysate; luciferase refolding); Rabbit reticulocyte lysate, luciferase refolding luminescence, 3 h; inhibition, % at 5.6 µM; hit rate 0.91% among 290,000;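 active = inhibition above the screen-wide mean plus 3 SD, computed separately per campaign, cut at about 16% in these data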;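 also: 0% = DMSO wells and 100% = 60 µM geldanamycin wells; inhibitors lower the luminescence because luciferase stays unfolded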
GSK3beta inhib: human GSK3beta kinase inhibitors, primary screen, biochemical, cell-free homogeneous, HTS | Glycogen synthase kinase-3 beta (Homo sapiens), P49841 | GST-GSK3beta kinase, ADP-Glo luminescence, 60 min; hits give low values | activity score (negative = inhibition), % at 10 µM | hit rate 0.038% among 300,000;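 active = more than half of replicate wells score below -50%, meaning over 50% inhibition versus plate controls; inconclusive = some replicates but at most half score below -50%; inactive = no replicate scores below -50%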;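 also: 0% = median DMSO wells and -100% = median GW8510 positive control wells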
Target sequence (P49841 whole entry, looked up): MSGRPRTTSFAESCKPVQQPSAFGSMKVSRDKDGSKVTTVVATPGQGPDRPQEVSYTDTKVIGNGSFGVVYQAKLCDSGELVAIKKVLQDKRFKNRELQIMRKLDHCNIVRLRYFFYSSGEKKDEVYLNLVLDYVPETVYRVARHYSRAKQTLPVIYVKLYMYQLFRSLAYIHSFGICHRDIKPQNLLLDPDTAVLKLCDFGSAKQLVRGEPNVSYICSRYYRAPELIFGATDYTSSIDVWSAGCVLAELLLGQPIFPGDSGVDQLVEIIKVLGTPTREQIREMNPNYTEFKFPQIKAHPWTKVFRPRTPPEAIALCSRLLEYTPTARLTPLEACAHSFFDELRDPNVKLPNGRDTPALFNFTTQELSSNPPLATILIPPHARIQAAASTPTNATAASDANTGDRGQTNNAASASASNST
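Assay system: GST-fused GSK3beta enzyme, cell-free / Medium: Tris pH 7.5 buffer with MgCl2, DTT, BSA, heparin / Also added: peptide substrate plus 25 µM ATP (final) / Compound: 10 µM single point / Timing: kinase reaction with compound 60 min at room temperature / Detection: ADP-Glo luminescence / Benchmarks: DMSO neutral wells and GW8510 at 20 µM as positive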
GSK3 alpha inh: blockers of GSK3A enzyme activity – biochemical, luminescence, cell-free homogeneous, HTS, primary screen | hit rate 0.1% among 320,000 | inhibition, % at 10 µM | Glycogen synthase kinase-3 alpha (Homo sapiens), P49840 | AID 2650, 2010 | GSK-3 alpha kinase, ADP-Glo luminescence, 60 min;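 in the data active = inhibition above about 50%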;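 also: GST-tagged GSK-3 alpha with peptide substrate and 25 µM ATP; 0% = DMSO neutral wells and 100% = GW8510 positive control wells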
Target sequence (P49840 whole entry, looked up): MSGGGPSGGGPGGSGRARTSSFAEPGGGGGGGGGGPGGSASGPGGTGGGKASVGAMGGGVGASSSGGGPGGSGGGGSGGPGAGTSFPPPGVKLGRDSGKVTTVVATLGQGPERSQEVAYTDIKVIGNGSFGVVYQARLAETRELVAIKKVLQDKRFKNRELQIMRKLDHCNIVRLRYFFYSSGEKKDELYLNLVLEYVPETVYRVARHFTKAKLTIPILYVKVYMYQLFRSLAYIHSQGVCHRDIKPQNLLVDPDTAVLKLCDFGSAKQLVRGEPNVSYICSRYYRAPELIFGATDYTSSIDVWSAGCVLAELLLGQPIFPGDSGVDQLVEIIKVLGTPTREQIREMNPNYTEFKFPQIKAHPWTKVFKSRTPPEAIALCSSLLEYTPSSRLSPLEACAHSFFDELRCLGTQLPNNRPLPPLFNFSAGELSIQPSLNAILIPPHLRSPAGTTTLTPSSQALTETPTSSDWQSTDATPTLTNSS
* = called active by the depositor; i = inactive; u = inconclusive; x = not tested or not shown; & = joins results of further samples. Not all compounds are listed; the hit share may differ from the screen's.

PolyA inhibitor	HSF1 inh	HDAC3 inh	Platelet DG rel	GSK3 alpha inh	HSF1 activator	GSK3beta inhib	DYRK1A inh	HSP90 inh	AI-2 QS mod	structure
i	0	6	6	-2	6	1	4	5	33	O=[N+]([O-])c1cc(-c2ccc(C(=S)N3CCOCC3)o2)ccc1Cl
i	2	14	3	-1	29	0	0	-5	41	Cc1nn(-c2ccccc2)c(C)c1/C=N/NC(=O)c1ccccc1O
i	0	7	1	-6	23	2	-3	0	6	Cc1cc(Cl)ccc1C(=O)C1CCCN(C(=O)/C=C/c2cnn(C)c2)C1 (stereo not drawn)
i	1	2	-17	-1	12	1	-6	-1	23	COc1ccc(OC)c(CC(=O)Nc2ccc3c(c2)CCC3)c1
x	-5	x	-2	0	-3	1	-4	-5	23	CC(=O)Nc1ccc(NC(=O)Cn2ccc([N+](=O)[O-])n2)cc1
i	9	-2	-2	-5	15	-1	2	0	16	CCOC(=O)c1c(C)nc(-c2ccccc2)nc1NC(=O)CC
i	2	-3	-8	x	-4	2	2	-1	7	CCC(CC)C(=O)Nc1nnc(CCc2ccccc2)s1
i	-4	4	-1	-2	4	1	-7	0	26	COc1ccc(NS(=O)(=O)c2cc(NC(=O)c3cccs3)ccc2N2CCOCC2)cc1
i	8	11	2	-1	27	1	0	-2	3	CS(=O)(=O)N1CCc2cc(C(=O)Nc3ccc(Br)cc3)ccc21
i	0	3	0	-2	2	0	-4	-1	15	CCOc1ccc(N2C(=O)C3Sc4[nH]c(=O)sc4C(c4ccc(OC)c(OC)c4)C3C2=O)cc1 (stereo not drawn)
i	-1	4	1	-3	-1	-4	-2	9	3	COc1cc(OC)c(-n2cc(-c3ccc(OC)c(OC)c3)[nH]c2=S)cc1Cl
i	-4	0	-5	2	9	2	0	-2	0	N#Cc1sc(NCc2ccccn2)nc1Cl
i	-5	-4	6	-2	10	0	-7	2	-4	CC(C)[C@@H](NC(=O)C1CCC(CNC(=O)[C@H](Cc2ccccc2)NC(=O)OC(C)(C)C)CC1)C(=O)O (stereo partly drawn)
i	-26	-2	3	-1	-35	1	-8	6	34	O=C(NCCCCc1ccccc1)C12CN(Cc3ccccc3)CC1C(c1cccc([N+](=O)[O-])c1)=NO2 (stereo not drawn)
i	1	-2	5	8	-1	0	x	3	-5	Cc1ccc(-n2nc3c(=O)n(CCCC(=O)NCC(C)c4ccccc4)nc(C)c3c2C)cc1 (stereo not drawn)
i	-1	-1	1	-1	4	-2	-5	-1	19	COC(=O)COc1ccc(S(=O)(=O)Nc2ccc(NC(C)=O)cc2)cc1
i	17	1	2	0	45	4	8	2	18	C=CCCCCCCCCC(=O)NNC1=CC(=O)CC(C)(C)C1
x	-7	-1	-2	-1	-6	-1	-10	4&-1	31	O=C(O)CCCCC1SCC2NC(=O)NC21 (stereo not drawn)
i	-7	0	-3	-1	-8	0	x	1	18	O=C(CSc1cccc[n+]1[O-])N1CCCCCC1
i	-5	1	-3	-2	-3	1	-2	2	16	COc1ccc(CN(C(=O)c2ccco2)c2ccc(C)cc2)cc1OC
i	3	1	-1	-1	17	-1	0	0	24	COc1ccc(-n2nc(C(=O)NCC(=O)N3CCCC(C)C3)c3ccccc3c2=O)cc1 (stereo not drawn)
i	-9	4	1	-3	0	-1	2	2	19	COc1ccc(S(=O)(=O)N2CCCC2C(=O)n2nc(C)cc2C)cc1 (stereo not drawn)
i	4	-7	4	0	1	-1	x	-3	-1	Cn1c(CC(=O)Nc2ccc(Cl)c(Cl)c2)n[nH]c1=S
i	12	0	-2	7	49	2	-25	5	7	COc1cc(OC)cc(C(=O)Nc2ccc(CN3CCCCC3)cc2)c1
i	-3	-6	0	1	1	1	-5	-1	36	O=C(O)CCc1nn2c3ccccc3n(CCO)c2nc1=O
i	3	-7	2	2	-6	0	-8	-2	12	C/C(=N\NC(=O)Cc1c(Cl)cccc1Cl)c1cccnc1
i	9	-10	-3	4	7	2	-1	2	27	C=CCCC(=O)NC1CC(C)(C)Cc2c1cnn2-c1ccc(OC)cc1 (stereo not drawn)
i	5	10	2	-3	4	4	-1	0	26	CCOC(=O)C1CCN(Cc2nnc(-c3cccc(Br)c3)o2)CC1
i	-1	15	2	-1	1	3	-4	-2	-1	COC(OC)c1ccnc(-c2ccc(OC(=O)c3cccs3)cc2)n1
i	1	-7	-18	-1	-2	1	0	-1	35	Cc1c(C(=O)N2CCCCC2CCN2CCCC2=O)oc2c(F)cccc12 (stereo not drawn)
i	-10	9	-3	35	-23	-20	62*	x	-9	S=c1sc2ccccc2n1CCc1ccncc1
i	4	-1	3	3	-5	0	-4	0	49	CC(C)CCn1c(SCC(=O)OCn2nnc3ccccc3c2=O)nc2ccccc2c1=O
i	19	x	-3	-4	23	2	10	4	-30	O=C(Nc1cccc(Cl)c1)OCc1ccccn1
i	-3	-8	-1	-1	6	2	-1	x	42	O=C(c1ccc(S(=O)(=O)Nc2ccccc2F)cc1)N1CCCCCC1
i	-1	4	9	-1	-14	-1	-2	-1	12	COc1ccc(Cl)cc1S(=O)(=O)N1CCC(C(=O)NCC2CCCO2)CC1 (stereo not drawn)
i	4	1	-3	44	22	-11	30	2	13	Cc1c(O)c(CN2CCCC2)cc2c1oc(=O)c1ccccc12
i	-6	-35	-1	7	-11	2	9	x	39	Nc1nccnc1C(=O)OCC(=O)NCCc1ccc(S(N)(=O)=O)cc1
i	-7	-6	8	-1	-12	2	1	x	7	CC1(c2nnc(-c3ccccc3)o2)CC(c2c(Cl)cccc2Cl)=NO1 (stereo not drawn)
i	1	14	-3	-2	1	2	5	5	-5	CCC1CCC2(CC1)NC(=O)N(CC(=O)Nc1cc(C)on1)C2=O (stereo not drawn)
i	3	3	-1	1	20	0	x	x	18	CCOc1ccc(NC(=O)C2CC(=O)N(c3ccc4c(c3)OCCO4)C2)cc1OCC (stereo not drawn)
i	10	4	1	-1	0	-1	-2	-1	16	O=C(COC(=O)CC(c1ccccc1)c1ccccc1)Nc1cccc(F)c1
i	47	1	17	-1	42	2	1	10	17	COc1ccc(-n2nnnc2SCc2nc3ccccc3s2)cc1
i	17	2	1	-1	38	-5	x	-3	-77*	Cc1ccc(/C(N)=N/OC(=O)CCc2ccccc2)cc1
i	0	6	6	-2	17	-1	-2	1	14	CC(=O)N1CCN(c2ccc(NCc3ccc(C)cc3)cc2)CC1
i	15	6	-10	0	31	0	-4	-1	20	CCn1cc([N+](=O)[O-])c(C(=O)N2CCOCC2)n1
i	2	-3	0	-5	6	2	1	-3	12	CN=C(Nc1cc(C)nn1-c1ccccc1)c1ccccc1
i	-5	0	9	3	3	-2	5	3	38	CCCCn1c(SCC(=O)Nc2cc(C)on2)nnc1-c1ccco1
x	x	12	x	2	x	x	8	2	x	Cc1[nH][nH]c(=O)c1C(c1c(C)[nH][nH]c1=O)c1cn(Cc2ccc(F)cc2)c2ccccc12
i	6	-4	-3	-1	-4	2	-2	0	12	CCCCCCCCNC(=O)/C(C#N)=C/c1ccc(SC)cc1
i	3	1	4	0	-12	-4	5	0	14	Nc1cccc(Nc2ncnc3ccccc23)c1
i	0	0	-1	0	1	0	6	-1	8	COc1ccccc1NC(=O)Nc1c(C)n(C)n(-c2ccccc2)c1=O
i	-4	9	3	-3	-2	1	-2	4	14	CCCCn1c(SCC(=O)N(CC)C2CCS(=O)(=O)C2)nnc1C(CC)N(C)C (stereo not drawn)
i	4	-1	1	-1	-14	1	-8	x	2	COc1ccc(N2CCN(C(c3ccccc3)c3sc4nc(C)nn4c3O)CC2)cc1 (stereo not drawn)
i	3	0	-8	5	11	2	x	-3	28	COc1cc(/C=N/N2CCN(Cc3ccc(Cl)cc3)CC2)ccc1OC(C)=O
i	4	u	0	-2	39	-1	-4	0	40	Cc1ccc(C(=O)CNc2ccc(C)c(Cl)c2)cc1
i	5	2	-5	-1	16	2	1	-1	4	Cc1cc(NC(=O)c2ccc(NC(=O)C(C)C)cc2)no1
i	0	-7	-5	1	4	3	-1	-1	8	CC(C)n1nnc2ccccc2c1=O
